TNAP inh no acc – human TNAP enzyme inhibitors, primary screen, biochemical, luminescent, no phosphate acceptor, uHTS; Alkaline phosphatase, tissue-nonspecific isozyme (Homo sapiens), P05186; purified TNAP, CDP-star luminescence, 30 min; inhibition, % at 20 µM; 200,000 compounds, 0.26% hits; AID 1012, 2008;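 active = tissue-nonspecific alkaline phosphatase inhibition above about 50% at 20 µM in the single-dose screen, limit read from the data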;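 also: 0% = DMSO negative control and 100% = EDTA positive control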
Target sequence (P05186 whole entry, looked up): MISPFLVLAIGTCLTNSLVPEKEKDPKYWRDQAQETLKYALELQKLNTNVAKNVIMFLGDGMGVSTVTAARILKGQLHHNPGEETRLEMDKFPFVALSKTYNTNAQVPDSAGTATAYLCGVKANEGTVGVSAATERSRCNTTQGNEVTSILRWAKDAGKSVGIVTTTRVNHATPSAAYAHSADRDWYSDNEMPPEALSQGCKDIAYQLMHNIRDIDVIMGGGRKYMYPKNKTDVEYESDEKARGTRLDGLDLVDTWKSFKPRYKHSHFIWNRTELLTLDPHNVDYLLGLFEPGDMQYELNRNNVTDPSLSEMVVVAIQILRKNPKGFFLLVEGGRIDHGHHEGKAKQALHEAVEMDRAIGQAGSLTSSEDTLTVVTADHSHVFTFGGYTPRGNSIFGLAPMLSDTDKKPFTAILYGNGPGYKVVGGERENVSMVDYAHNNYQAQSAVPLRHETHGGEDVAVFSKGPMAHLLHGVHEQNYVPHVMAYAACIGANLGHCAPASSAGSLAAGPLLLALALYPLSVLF
PMI act hi M6P – human PMI activators, high substrate, primary screen, biochemical, fluorescence intensity, near-saturating mannose 6-phosphate | Mannose-6-phosphate isomerase (Homo sapiens), P34949 | coupled PMI enzyme assay, resazurin fluorescence, 20 min; hits give high values; 1 = untreated enzyme, 0 = substrate-free blank | activation factor at 20 µM | 190,000 compounds, 0.34% hits | AID 1216, 2008;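 active = activation factor of 2 or more at 20 µM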
Target sequence (P34949 whole entry, looked up): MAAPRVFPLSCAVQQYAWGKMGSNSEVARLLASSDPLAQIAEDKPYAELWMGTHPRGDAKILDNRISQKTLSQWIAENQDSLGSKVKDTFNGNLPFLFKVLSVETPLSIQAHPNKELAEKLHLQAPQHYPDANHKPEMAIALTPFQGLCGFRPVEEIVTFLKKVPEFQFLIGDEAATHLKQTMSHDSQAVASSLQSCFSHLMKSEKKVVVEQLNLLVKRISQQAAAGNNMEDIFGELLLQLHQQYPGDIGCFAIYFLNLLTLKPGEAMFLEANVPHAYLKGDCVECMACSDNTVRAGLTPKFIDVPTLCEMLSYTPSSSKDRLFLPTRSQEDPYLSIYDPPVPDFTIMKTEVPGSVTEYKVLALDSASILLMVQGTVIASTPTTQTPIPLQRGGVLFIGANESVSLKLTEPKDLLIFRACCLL
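Test system – human PMI in coupled enzyme assay · Timing – 20 min incubation at room temperature · Detection – Diaphorase-driven resazurin-to-resorufin fluorescence, excitation 544, emission 590 nm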
Diaphorase act – compounds boosting diaphorase resazurin reduction – biochemical, uHTS, resorufin fluorescence, counter-screen for diaphorase-coupled primary assays, primary screen. Diaphorase/resazurin coupled assay, 16 min; hits give high values; 1 = vehicle wells, 0 = NADH-free wells. activation factor at 20 µM. 190,000 compounds, 0.005% hits;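 active = diaphorase activity raised at least twofold by the compound at 20 µM; inactive = activation factor below 2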
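Test system: Clostridium kluyveri diaphorase, purified enzyme; input: enzyme 0.07 U/mL final; buffer or medium: 50 mM HEPES pH 7.4 with 4.542 mM MgCl2, 0.005% Tween 20; also added: 0.114 mM NADH and 0.1 mM resazurin, final amounts; schedule: 16 min enzyme reaction, ambient temperature; technique: fluorescence of resorufin, 544 nm excitation, 590 nm emission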
bIAP act – bovine intestinal alkaline phosphatase activators, primary screen, biochemical, bovine IAP, CDP-star luminescence. purified bovine IAP, 30 min; hits give high values; fold of DMSO-control signal, blank-subtracted. 200,000 compounds, 0.17% hits. activation factor at 20 µM;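 active = activation factor of 2 or more at 20 µM, a signal rise over negative controls twice the positive control's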
PMI activator – activators of human PMI, primary screen, biochemical, fluorescence intensity, near-Km mannose 6-phosphate. Mannose-6-phosphate isomerase (Homo sapiens), P34949. activation factor at 20 µM. AID 1214, 2008. 190,000 compounds, 0.005% hits. purified human PMI, coupled resazurin fluorescence, 20 min; hits give high values; 1 = vehicle control, 0 substrate-free wells;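 active = activation factor of 2 or more at 20 µM, relative to plate controls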
Diaphorase inh – diaphorase inhibitors and chemical oxidizers, primary screen, counter-screen for diaphorase-coupled primary assays, biochemical, uHTS, resorufin fluorescence | diaphorase resazurin-to-resorufin fluorescence, NADH, 16 min; bacterial (C. kluyveri) enzyme, not human | inhibition, % at 20 µM | 190,000 compounds, 0.69% hits | AID 1217, 2008;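 active = primary screen inhibition at 20 µM above a set limit, cut at about 50% in these data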;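 also: plate controls were DMSO with full reaction for no effect and wells lacking NADH for full effect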
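Test system: Clostridium kluyveri diaphorase enzyme / Quantity: diaphorase at 0.14 U/mL in enzyme working solution / Incubation: 16-min room-temperature incubation before reading / Benchmarks: NADH-free wells as positive control, DMSO-only neutral wells / Signal: resorufin fluorescence 544/590 nm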
TNAP inh hiacc – human TNAP enzyme inhibitors, primary screen, biochemical, luminescent, high phosphate acceptor level, uHTS; 200,000 compounds, 0.03% hits; purified TNAP, CDP-star luminescence, 1 M DEA; Alkaline phosphatase, tissue-nonspecific isozyme (Homo sapiens), P05186; inhibition, % at 20 µM;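 active = over 50% inhibition of tissue-nonspecific alkaline phosphatase at 20 µM in the single-dose screen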;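 also: plate controls were DMSO wells for no effect and EDTA-quenched wells as full inhibition for full effect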
bIAP inh – bovine intestinal alkaline phosphatase inhibitors, primary screen, selectivity assay for TNAP inhibitor project, biochemical, bovine IAP, CDP-star luminescence. alkaline phosphatase, intestinal [Bos taurus]. purified bovine IAP, 30 min. inhibition, % at 20 µM. 190,000 tested, under 10 active;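 active = over 50% inhibition of intestinal alkaline phosphatase at 20 µM in the single-dose screen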
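System: purified bovine intestinal alkaline phosphatase (IAP) enzyme; Input: IAP diluted 1/65,000,000 in the well; Measured by: CDP-star luminescence signal; Compound dosing: 20 µM single dose; Incubation: 30 min reaction at room temperature.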
TNAP act hiacc – TNAP activators at high phosphate acceptor level, primary screen, biochemical, luminescence, uHTS | Alkaline phosphatase, tissue-nonspecific isozyme (Homo sapiens), P05186 | activation factor at 20 µM | purified TNAP, CDP-star luminescence, 1 M DEA, 30 min; hits give high values; 0 = EDTA background, 1 = DMSO-only activity | 200,000 tested, under 10 active;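 active = activation factor at least 2 at 20 µM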
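Dosing: 20 µM single point. System: human TNAP. Amount: TNAP 1/800 final. Incubation: 30 min, room temperature. Read-out: TNAP activation factor scaled between EDTA and DMSO control wells. Signal: luminescence from CDP-star hydrolysis. Medium: 1 M DEA, pH 9.8, Mg2+, Zn2+. Control set: EDTA negative control, DMSO positive control.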
L major viab – Leishmania major promastigote growth inhibition, primary screen | Leishmania major promastigotes, resazurin fluorescence viability | AID 1063, 2008 | inhibition, % at 10 µM | 200,000 compounds, 9% hits; in the data active = inhibition above about 50%;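 also: promastigotes grown with compound for 44 hours at 28 °C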
Numbers without * were called inactive; x = not tested or not shown.

Every second line gives: Diaphorase inh	PMI act hi M6P	L major viab	TNAP inh hiacc	Diaphorase act	TNAP inh no acc	bIAP inh	PMI activator	TNAP act hiacc	bIAP act
O=C(NCc1ccccc1Cl)c1ccc(-c2ccccc2)cc1
  6.3	1	1.6	-4.0	0.9	-7.3	7.9	0.9	1	0.9
Cc1cc(C(=O)N/N=C/c2cccn2C)no1
  14.4	0.9	-4.1	-3.8	0.9	-5.9	4.7	1	1	1
CON/C=C(\C=Nc1ccc(Cl)cc1)c1ncc(C(F)(F)F)cc1Cl
  9.7	0.9	-2.4	0.6	0.9	-2.9	9.8	0.8	1	0.9
CCc1nc(N2CCCC(C)C2)c2oc3ccccc3c2n1 (stereo unspecified)
  -2.5	1.1	7.6	-9.4	1	-2.0	-6.0	1.1	1.1	1.1
O=C(Nc1ccc(S(=O)(=O)Nc2nccs2)cc1)C1CCCCC1
  9.0	1	-9.3	-6.5	0.9	-14.9	3.9	1	1.1	1
Nc1ccc2nc(-c3ccc(N)c(Cl)c3)[nH]c2c1
  18.0	0.8	10.9	-2.8	0.8	-9.8	3.7	0.9	1	1
COc1cc(/C=C(\C#N)c2nc3ccccc3[nH]2)c([N+](=O)[O-])cc1OCc1ccccc1
  41.4	0.3	90.3*	0.8	0.6	-4.5	17.8	0.6	1	0.8
Cc1cccc(C)c1NC(=O)COC(=O)c1ccc(N2CCCC2)c([N+](=O)[O-])c1
  -6.9	1.1	-3.8	-2.3	1.1	-7.4	x	1.1	1	0.5
O=C(NNC(=O)c1ccccn1)c1cccc([N+](=O)[O-])c1
  41.1	1	57.6*	-4.3	0.6	-169.5	-49.4	0.9	1	1.5
Cn1nc(-c2ccc(Cl)cc2)c2cc(C(=O)N3CCN(c4ccccn4)CC3)sc21
  35.8	0.8	33.5	-2.4	0.6	-0.2	1.8	0.8	1	1
Cc1cccc(OCCC(=O)Nc2ccc(C)c(S(=O)(=O)N3CCCCC3)c2)c1
  17.9	0.9	11.9	-26.1	0.8	-80.7	7.1	0.9	1.3	0.9
COc1ccccc1-c1cc(C2CC2)nc(N)c1C#N
  23.6	1	-5.4	-6.2	0.8	-13.0	10.4	1	1.1	0.9
COc1cc(NS(=O)(=O)c2ccc(NC(=O)c3ccc(S(=O)(=O)N4CCCC4)cc3)cc2)ncn1
  9.8	1.1	1.6	2.1	0.9	-7.6	0.7	1.2	1	1
Cc1ccc(C(=O)COc2cccc(NC(=O)c3ccco3)c2)cc1
  23.1	0.8	64.6*	-0.3	0.8	-3.4	34.9	0.8	1	0.7
CC1=CC(C)C2(COC(c3ccc[n+](C)c3)OC2)C(C)C1 (stereo unspecified)
  -32.1	1	99.8*	-4.8	1.3	-0.7	-2.5	0.9	1	1
COc1ccc(C(=O)NC(NC(=O)c2ccc(OC)cc2)c2ccccc2F)cc1
  15.6	1	-4.2	-6.1	0.8	-19.1	-6.2	1	1.1	1.1
O=C(COc1ccccc1)N1CCN(c2ccc([N+](=O)[O-])c(N3CCCCC3)c2)CC1
  19.0	0.9	-1.7	9.6	0.8	7.4	16.7	0.9	0.9	0.8
Cc1nc(N2CCCCC2)c2sc(=S)n(C)c2n1
  21.0	0.9	-9.5	-3.4	0.8	-19.4	6.8	0.9	1	0.9
Cc1ccc(C(=O)c2ccccc2C(=O)OCC(=O)NC(=O)NC(C)(C)C)cc1
  11.8	1	15.1	-6.2	0.9	-7.3	-4.4	1	1.1	1
COC(=O)CNc1nc(OC)nc(N(C)C)n1
  4.7	1	2.3	-3.9	1	-11.6	6.1	1	1	0.9

Going on with the list.
Every second line gives: Diaphorase inh	PMI act hi M6P	L major viab	TNAP inh hiacc	Diaphorase act	TNAP inh no acc	bIAP inh	PMI activator	TNAP act hiacc	bIAP act
O=C(NCc1ccccc1)c1cc(S(=O)(=O)N2CCC3(CC2)OCCO3)ccc1F
  -17.2	1.1	3.0	-4.6	1.2	6.1	3.1	1.1	1	1
CC(C)CSc1ccc(S(=O)(=O)NCC(=O)O)cc1[N+](=O)[O-]
  9.1	1	-5.4	2.6	0.9	-0.6	5.4	1	1	0.9
Cc1ccccc1OCC(=O)NNC(=S)NC(=O)c1ccco1
  36.2	1.1	30.8	-4.1	0.6	-9.4	3.3	0.7	1	1
CCc1ccc(Nc2ncc3c(n2)CC(c2ccc(OC)cc2)CC3=O)cc1 (stereo unspecified)
  -0.1	1	7.7	-1.3	1	-0.3	4.0	1	1	1
O=C(NC1CCCCCC1)c1ccc(N2CCCC2=O)cc1
  9.9	0.9	-4.5	-8.2	0.9	-19.8	8.6	1	1.1	0.9
C=Cn1cc[n+](CC(=O)C(C)(C)C)c1
  11.3	1	-3.1	-5.1	0.9	-6.7	13.0	1	1.1	0.9
COc1ccc2[nH]cc(C(=O)CN(C)CCc3ccc(OC)c(OC)c3)c2c1
  13.2	1.6	0.9	-5.8	0.9	-16.4	6.6	1.2	1.1	0.9
CCOC(=O)C1=C(C)Nc2ccccc2N=C1NC(=O)C(c1ccccc1)c1ccccc1
  45.5	0.8	28.9	-3.4	0.5	-3.9	2.3	0.9	1	1
Cc1ccc(S(=O)(=O)C2(S(=O)(=O)c3ccc(C)cc3)CCCC2)cc1
  11.9	0.9	41.0	-1.8	0.9	-8.2	6.2	0.9	1	0.9
COc1ccc(C2C(C(=O)NCc3cccnc3)c3ccccc3C(=O)N2C)cc1OC (stereo unspecified)
  -3.3	1	-4.1	-2.2	1	-11.4	-2.2	1	1	1
COc1cccc(NC(=O)COc2ccc(N3CC(C(=O)NCC(C)C)CC3=O)cc2)c1 (stereo unspecified)
  8.1	0.9	5.1	-2.9	0.9	-12.7	-0.3	0.9	1	1
Cc1c(N=C2SCC(=O)N2/N=C/c2ccccc2Cl)c(=O)n(-c2ccccc2)n1C
  10.2	1	-2.0	0.7	0.9	-7.4	8.1	1	1	0.9
CCCN1CCN(c2ccc(S(N)(=O)=O)cc2[N+](=O)[O-])CC1
  8.7	0.9	-5.6	6.3	0.9	4.8	2.0	1	0.9	1
CCCC(C)NC(=O)CSc1nc(-c2ccccc2)cn1N (stereo unspecified)
  10.4	1	-2.1	-7.1	0.9	-8.6	2.6	1	1.1	1
Cc1c(Cc2ccccc2)sc(/N=C/c2c(O)ccc3ccccc23)c1C(N)=O
  32.2	0.7	-12.1	3.4	0.7	-1.5	1.6	0.9	1	1
Cc1cc(SCC(=O)c2cc(C)n(C)c2C)nc2ccccc12
  7.8	0.9	-1.2	-6.6	0.9	-4.1	-12.4	1	1.1	1.1
CC(=O)N1CCN(CC(=O)c2ccc(Br)cc2)CC1
  9.3	2.4*	-7.7	2.6	0.9	-5.3	0.6	1.8	1	1
Cc1ccccc1-n1c(O)c(/C=C/C=Nc2ccccc2)c(=O)[nH]c1=O
  18.2	1	-6.5	8.7	0.8	-2.5	13.5	1.1	0.9	0.9
CN(C)S(=O)(=O)N1CCN(S(=O)(=O)c2ccccc2)CC1
  10.5	1	12.3	-2.7	0.9	-10.8	14.6	1	1	0.9
CC(=O)N1CCc2cc(N=NC3=C(O)CC(C)(C)CC3=O)ccc21
  3.6	1	-3.0	23.4	1	14.3	23.5	0.9	0.8	0.8

Following part
Every second line gives: Diaphorase inh	PMI act hi M6P	L major viab	TNAP inh hiacc	Diaphorase act	TNAP inh no acc	bIAP inh	PMI activator	TNAP act hiacc	bIAP act
COc1cc(-c2nc(-c3ccc(C)nc3OC)no2)cc(OC)c1OC
  12.1	0.9	x	-2.7	0.9	-10.3	10.8	0.9	1	0.9
Cc1ccc2cc3c(NC(=O)c4ccco4)nn(CC(C)C)c3nc2c1
  19.3	0.8	3.5	-1.1	0.8	-14.6	-5.3	0.9	1	1.1
CCCC(=O)Nc1nc2ccc(NC(=O)c3cccnc3)cc2s1
  6.0	1	12.6	1.5	0.9	-10.0	5.8	0.9	1	0.9
CC(CCc1ccccc1)NS(=O)(=O)c1ccccc1 (stereo unspecified)
  11.3	0.9	40.8	-3.1	0.9	-7.6	14.6	0.8	1	0.9
COc1cccc(NC(=O)N2CCC(C(N)=O)(N3CCCCC3)CC2)c1
  3.8	1.1	-4.1	2.4	1	-6.6	5.6	1.1	1	0.9
O=C(CC1CCCC1)NCCc1cn2ccccc2n1
  0.2	1.1	3.8	-4.7	1	-14.1	5.8	1	1	0.9
CCOc1ccc(-n2nc(C(=O)NCCOC)c3ccccc3c2=O)cc1
  10.7	0.9	-4.0	-2.9	0.9	-9.6	7.3	0.9	1	0.9
COc1cc(/C=N/Nc2cccc3cccnc23)cc(OC)c1O
  36.3	0.5	1.4	6.8	0.6	-3.3	5.5	0.8	0.9	0.9
CC(=O)NC(CC(=O)NCC(c1ccco1)N(C)C)c1ccccc1 (stereo unspecified)
  14.0	1	-4.1	-1.6	0.9	5.9	-11.4	1	1	1.1
CC1=C(C(=O)N2CCc3ccccc32)C2(CCC(C)CC2)OC1=O (stereo unspecified)
  7.8	1	18.1	-5.6	0.9	-12.8	2.2	1	1.1	1

4 successive compounds out of the list so far:
Every second line gives: Diaphorase inh	PMI act hi M6P	L major viab	TNAP inh hiacc	Diaphorase act	TNAP inh no acc	bIAP inh	PMI activator	TNAP act hiacc	bIAP act
COc1cc(-c2nc(-c3ccc(C)nc3OC)no2)cc(OC)c1OC
  12.1	0.9	x	-2.7	0.9	-10.3	10.8	0.9	1	0.9
Cc1ccc2cc3c(NC(=O)c4ccco4)nn(CC(C)C)c3nc2c1
  19.3	0.8	3.5	-1.1	0.8	-14.6	-5.3	0.9	1	1.1
CCCC(=O)Nc1nc2ccc(NC(=O)c3cccnc3)cc2s1
  6.0	1	12.6	1.5	0.9	-10.0	5.8	0.9	1	0.9
CC(CCc1ccccc1)NS(=O)(=O)c1ccccc1 (stereo unspecified)
  11.3	0.9	40.8	-3.1	0.9	-7.6	14.6	0.8	1	0.9

From PubChem
